ERK EGF inh: inhibitors of EGF-stimulated ERK signaling pathway. HEK293-V1b, EGF-stimulated phospho-ERK AlphaScreen. Potency, µM (series often up to 11.5 µM), for the others: at the top dose activity change, negative = inhibition, most hits filed as inhibitors. actives 0.41% (n = 130,000). AID 1454; active = well fitted inhibition curve with a large enough effect; inconclusive = small, poorly fitted or top-dose-only effect, or effect the other way;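 also: plate controls were stimulated vehicle wells for no effect and unstimulated vehicle basal for full effect; nearly all actives have a fitted effect of over 55% in size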
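After overnight plating in 1% FBS, HEK293-V1b cells received test compound for half an hour, then a 5 min pulse of EGF (25 nM); ERK phosphorylation in lysates was read by bead-based AlphaScreen.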
* = called active by the depositor; ? = inconclusive; & = joins results of further samples; [ ] = remark or other dose. Potency is read from the fitted curve at half-maximal effect.

canonical_smiles | ERK EGF inh
COc1nc(N/N=C/c2ccc(-c3cccc([N+](=O)[O-])c3)o2)nc(N2CCOCC2)n1 | 3%
Cc1cc(=O)n(C2CCS(=O)(=O)C2)[nH]1 (configuration not stated) | -4%
C=C1C(C(=O)Nc2cccc(OC)c2)C1C(=O)Nc1cccc(OC)c1 (configuration not stated) | -5%
CCC(C(=O)Nc1nc(C)c(C(=O)OC)s1)c1ccccc1 (configuration not stated) | -6%
COc1ccc(-n2nnnc2SCC(=O)c2ccc3c(c2)OCCO3)cc1 | 3%
Cc1cc(C(=O)N2CCN(c3ncccc3C#N)CC2)no1 | 13%[57.5 µM]
COc1ccc(/C=C/C2=CC(C)(C)NC(=S)N2)cc1 | -2%
CN(C(=O)COC(=O)/C=C/c1cn(-c2ccccc2)nc1-c1ccc2c(c1)OCCO2)C1CCS(=O)(=O)C1 (configuration not stated) | -2%
CC(C(=O)O)c1ccc(N2Cc3ccccc3C2=O)cc1 (configuration not stated) | 17%
COc1cc(OC)cc(C(=O)NCCNC(=O)c2ccco2)c1 | 1%
COc1cc(OC)cc(C(=O)N[C@H](C(=O)Nc2ccc(S(=O)(=O)N(C)C)cc2)C(C)C)c1 | -4%[57.5 µM]
O=C(CNC(=O)c1ccc(Oc2ccccc2)cc1)OCc1ccc(Br)cc1 | -2%
COC(=O)c1c(NC(=S)NN2CCOCC2)sc2c1CCCC2 | ?
CCO[C@H]1OC(C(=O)N2CCCCCCC2)=C[C@@H](c2ccc(C(F)(F)F)cc2)[C@@H]1CCCO | -14%[57.5 µM]
O=Nc1c2ccc[nH]c-2c2ccc([N+](=O)[O-])cc12 | -2%
COc1cc(/C=N/N2CCN(C3c4ccccc4-c4ccccc43)CC2)cc(OC)c1OC | -14%
Nc1cccc(B(O)O)c1 | -2%
CCc1ccc(C(=O)OCC(=O)NCC(F)(F)F)cc1 | 4%
COc1ccc(CN2CC(=O)N(c3ccc(C)cc3)C2=S)cc1OC | 6%
O=C1N=C(N2CCN(c3ccccc3)CC2)S/C1=C\c1cn[nH]c1-c1ccccc1 | 1%
CCOC(=O)CC1COc2ccccc2N1C(=O)c1ccc(F)cc1 (configuration not stated) | -3%
Cn1c(=O)n(C)c2cc(/C=N/NC(N)=S)ccc21 | -4%
O=C(CCCc1ccccc1)NCc1ccc(F)cc1 | 8%
COC(=O)c1cc2occc2n1Cc1cccc(C)c1 | -31%
CC(C)NC(=S)N1CCN(S(=O)(=O)c2cccc(C(F)(F)F)c2)CC1 | -7%

Later entries.
canonical_smiles | ERK EGF inh
COc1c(C(=O)NNC(=O)c2ccccc2)csc1Br | -10%[57.5 µM]
Cc1ccccc1N(CC(=O)NC(C)(C)C)C(=O)CS(=O)CC(=O)Nc1ccc2c(c1)OCO2 (configuration not stated) | -1%
COc1ccc(C2NC(=S)NC(O)(C(F)(F)F)C2C(=O)c2cccs2)cc1 (configuration not stated) | 0%
CC(C)OP(=O)(OC(C)C)C(O)c1cccc([N+](=O)[O-])c1 (configuration not stated) | -2%[57.5 µM]
CC(=O)OC1CC(c2cc(C(C)(C)C)c(O)c(C(C)(C)C)c2)=NO1 (configuration not stated) | 3%[57.5 µM]
Cc1cc2nnc(SCC(=O)NCC3CCCO3)n2c2ccccc12 (configuration not stated) | -1%
COc1ccc(-c2cc(C(=O)O)sc2C)cc1 | 3%
Cc1cc(Nc2cccc(F)c2)n2nc(C)nc2n1 | 7%
C/C(CC(=O)N1CCCC1)=N\NC(=O)c1cc2ccccc2cc1O | -2%[57.5 µM]
CCC(NC(=O)c1ccccc1NC(=O)c1ccccc1)C(=O)NNC(=O)c1cccnc1 (configuration not stated) | -10%[57.5 µM]
CCOc1cccc(C(=O)Nc2cccc(C(=O)NC(C)(C)C)c2)c1 | 6%
Cn1c(SCC#N)nc2ccccc2c1=O | -2%[57.5 µM]
O=C(O)c1ccc(N/N=C/C2=Cc3ccccc3OC2)cc1 | 8%[57.5 µM]
COc1ccc(-c2c(C#N)c(SCC(=O)c3cc4ccccc4oc3=O)nc(C)c2C(=O)Nc2ccccc2)cc1 | -3%
CN(C)S(=O)(=O)c1ccc(C(=O)NCC(=O)N/N=C/c2ccccc2)cc1 | 7%
O=C(CNC(=O)c1ccc(Br)cc1)NCC(=O)OCc1ccc(Cl)cc1 | 3%
N#C/C(=N\Nc1ccc(Br)cc1)C(=N)N1CCOCC1 | 2%
Cn1c(SCC(=O)Nc2cccc(S(=O)(=O)NC3=NCCCCC3)c2)nnc1-c1ccccc1 | 5%
O=C(O)c1ccccc1N(Cc1ccccc1)C(=O)CO/N=C/c1ccccc1 | 1%
CC1CC(Nc2ccccc2)c2ccccc2N1C(=O)c1cccnc1 (configuration not stated) | 1%
COc1ccc(Sc2nc(-c3ccccn3)ncc2OC)cc1 | -1%
CC(C)Oc1ncnc2c1[nH]c1ccccc12 | 1%[57.5 µM]
NC(N)=Nc1cc2ccccc2c2ccccc12 | 7%[57.5 µM]
S=c1[nH]ncn1/N=C/c1cccs1 | 5%[57.5 µM]
CCCn1c(C)nc2c(NCCCN(C)C)nc(C)nc21 | -9%

Next section
canonical_smiles | ERK EGF inh
CCCS(=O)(=O)c1c(S(=O)(=O)CCC)c2c(N)cccn2c1C(=O)c1ccc(OC)cc1 | 3%
COC(=O)C(C(=O)OC)c1ccccc1[N+](=O)[O-] | -4%
Cc1ccc(NC(=O)CN(C)CC(=O)Nc2ccccc2C(=O)Nc2ccccc2)cc1 | 6%
CCC(CNc1cc(OC)cc2cccnc12)NC1CCCCC1 (configuration not stated) | 13%[57.5 µM]
O=C1c2cccc3cccc(c23)C(=O)N1CCCN1CCN(c2ccc(F)cc2)CC1 | ?
O=C(Nc1ccc(F)cc1)c1ccc(S(=O)(=O)N2CCOCC2)o1 | -4%[57.5 µM]
CCCCC(=O)Nc1cccc(C(=O)Nc2ccccc2C(=O)O)c1 | -3%
O=C(/C=C/c1ccccc1)NNc1ccc(Cl)cc1 | -3%
COc1ccc(OC(=O)c2ccc(Cl)cc2)c(C(C)=O)c1 | -3%[57.5 µM]
COc1ccc(CNC(=O)/C=C/c2ccco2)cc1OC | 2%
O=C(Nc1ccc(CN2CCCCC2)cc1)c1cccc(F)c1 | -7%
CCOc1ccc(CN2CCN(CC(O)Cn3c4ccccc4c4ccccc43)CC2)cc1 (configuration not stated) | ?
Fc1ccc(Oc2ncccn2)c(F)c1 | 9%
O=C(NCCCCNC(=O)c1ccccn1)c1ccccn1 | 9%
O=C(CSc1ccsc1[N+](=O)[O-])N1CCCCC1 | -9%
CC(C)CC1(C(=O)NCc2ccccn2)C=CCN1C(=O)c1ccccc1 (configuration not stated) | 1%&10%
O=C(CS(=O)(=O)c1ccccc1)Nc1nc2ccccc2s1 | -7%
O=C(Nc1cccc(C(F)(F)F)c1)c1cc(Br)cc2c1OCC2 | -2%[57.5 µM]
CC(=O)c1ccc(S(=O)(=O)N2CCNCC2)cc1 | 7%[57.5 µM]
N#Cc1c(N)n(-c2ccccc2)c(=O)c2cc([N+](=O)[O-])ccc12 | -2%
Cc1ccc(Oc2nnc(-c3cccs3)c3ccccc23)cc1C | -7%
COc1ccc(NC(=S)NCCN2CCC(C)CC2)cc1 | 23%
CC(Oc1ccccc1)C(=O)NC1C(=O)N2C(C(=O)O)C(C)(C)S[C@@H]12 (some centres not stated) | 22%
COc1ccc(-n2c(=S)[nH]c3sc4c(c3c2=O)CCN(C)C4)cc1 | -1%[57.5 µM]
COc1ccc(Cn2c(C(F)(F)F)ccc(C(N)=O)c2=O)cc1 | 2%

Part of the list above in another layout.
> O=C(/C=C/c1ccccc1)NNc1ccc(Cl)cc1
  ERK EGF inh: -3%

> COc1ccc(OC(=O)c2ccc(Cl)cc2)c(C(C)=O)c1
  ERK EGF inh: -3%[57.5 µM]

Back to the main list, starting 7 compounds before the break.
canonical_smiles | ERK EGF inh
CC(=O)c1ccc(S(=O)(=O)N2CCNCC2)cc1 | 7%[57.5 µM]
N#Cc1c(N)n(-c2ccccc2)c(=O)c2cc([N+](=O)[O-])ccc12 | -2%
Cc1ccc(Oc2nnc(-c3cccs3)c3ccccc23)cc1C | -7%
COc1ccc(NC(=S)NCCN2CCC(C)CC2)cc1 | 23%
CC(Oc1ccccc1)C(=O)NC1C(=O)N2C(C(=O)O)C(C)(C)S[C@@H]12 (some centres not stated) | 22%
COc1ccc(-n2c(=S)[nH]c3sc4c(c3c2=O)CCN(C)C4)cc1 | -1%[57.5 µM]
COc1ccc(Cn2c(C(F)(F)F)ccc(C(N)=O)c2=O)cc1 | 2%
Cc1ccc(C(=O)CSc2ccc(-c3ccccc3)nn2)cc1 | 10%
CCN(CC)C(=O)COc1ccc(-c2nnc(Nc3ccc(OC)c(C(=O)NC)c3)c3ccccc23)cc1 | -3%[57.5 µM]
COc1ccc(/C=N/n2cnc3c([nH]c4ccccc43)c2=O)cc1CO | 0%[57.5 µM]
CCc1c(C)sc(NC(=S)Nc2cccnc2)c1C(=O)OC | 34%
O=C(NNC1=NS(=O)(=O)c2ccccc21)C1CC(=O)N(c2ccccc2)C1 (configuration not stated) | 0%
CC(=O)NC(=S)Nc1ccc(S(=O)(=O)Nc2nc(C)cc(C)n2)cc1 | -3%
NC(=O)[C@@H]1CCNc2c(I)cc([N+](=O)[O-])cc2C(=O)N[C@@H](CCC(=O)O)C(=O)N[C@@H](CO)C(=O)N1 | 18%
Cn1c(=O)[nH]c(=O)c2c1nc(Br)n2CC(O)COc1ccc(Cl)cc1 (configuration not stated) | 1%
COc1ccc(CNC(=O)Nc2ccc(C)c(C)c2)cc1 | -5%
O=C(CCS(=O)(=O)c1ccc(Br)s1)Nc1ccccc1Br | 1%
O=C(CSc1nc2nc(-c3cccs3)cc(C(F)(F)F)c2c(=O)[nH]1)Nc1ccc(F)c(F)c1 | 1%
CC(C)(C)NC(=O)CSc1nnc(SCC(=O)NC(C)(C)C)s1 | -3%
Cc1ccc(-c2nnc(OCc3cccnc3)c3ccccc23)cc1 | -4%
COc1ccc(Cl)cc1N1C(=N)SCC1=O | -5%
O=C(CNS(=O)(=O)c1ccccc1)OCC(=O)c1ccc([N+](=O)[O-])cc1 | -15%
CC(=O)N1CCN(CC(=O)Nc2ccc3c(c2)CCC3)CC1 | 7%
COc1ccc(Oc2ncc3nc(-c4ccc(F)cc4)c(=O)n(C)c3n2)cc1 | ?
Nc1nnnn1CC(=O)N/N=C/C=C/c1ccccc1 | -4%[57.5 µM]
Cc1cc2ccccc2n1CCC(=O)O | -4%
Cc1nnc(SCC(=O)Nc2cc(C(C)(C)C)nn2-c2ccccc2)s1 | 2%
Cn1c(=O)c2c(nc(-c3ccccc3)n2C)n(Cc2ccccc2)c1=O | -8%
NC(=O)CSc1nnc(SCc2ccc(F)cc2)s1 | 4%
CCN(CC)S(=O)(=O)c1ccc2c(c1)nc(CCC(=O)O)n2C | -8%[57.5 µM]
Cc1cc(NC(=O)COC(=O)c2oc3c(ccc4ccccc43)c2C)no1 | ?
Cc1ccccc1N1CCN(CCCCN2C(=O)C3CCCN3C2=O)CC1 (configuration not stated) | 24%

The results go on.
canonical_smiles | ERK EGF inh
O=C1CCCC(=O)C1Sc1ccc(Cl)cc1 | 15%
CCn1cc(C(=O)N2CC=C(c3ccccc3)CC2)c(=O)c2ccc(C)nc21 | 5%[57.5 µM]
O=C(COc1nncc2ccccc12)Nc1c(F)c(F)c(F)c(F)c1F | 0%
Cc1ccc(C(=O)N/C(=C\c2ccco2)C(=O)NCCCn2ccnc2)cc1 | 9%
O=[N+]([O-])c1ccccc1CSc1nc2ccccc2o1 | 8%
CC1(C)O[C@@H]2C[C@H]3[C@H]4C[C@H](F)C5=CC(=O)C=C[C@@]5(C)[C@@H]4[C@H](O)C[C@]3(C)[C@]2(C(=O)CO)O1 | -1%[25.7 µM]
O=C(Nc1ccccc1-c1ccccc1)C(c1ccccc1)c1ccccc1 | -3%
COc1cc(/C=N/NC(=O)c2ccc(CN(C)S(=O)(=O)c3ccc(C)cc3)cc2)ccc1O | 6%
Cc1nc2ccccc2nc1OCc1cccc([N+](=O)[O-])c1 | -1%
COc1ccc(CCN2C(=O)CC(Cc3ccccc3)C2=O)cc1OC (configuration not stated) | ?
COc1ccc(OCC(O)CNC(=O)c2cccs2)cc1 (configuration not stated) | -11%[57.5 µM]
Cc1nn2c(-c3ccccn3)ccnc2c1Br | 4%
Cc1ccccc1NC(=O)CCN1CCc2ccccc2C1 | 11%
O=C(/C=C/Nc1nccs1)C(F)(F)Cl | 3%
CCOc1cc(NC(=S)NCc2ccco2)c(OCC)cc1NC(=O)C1CC1 | -8%
COc1cccc(C(=O)NNC(=O)C(=O)N2CCCCC2)c1 | -4%
COc1ccc2nc(Cl)c(C3CC(c4ccco4)=NN3C(=O)CCC(=O)O)cc2c1 (configuration not stated) | 1%
O=C(N/N=C/C=C\c1ccccc1[N+](=O)[O-])c1cccnc1 | -1%[57.5 µM]
COc1ccc(OCC(=O)N(Cc2ccco2)C2CCS(=O)(=O)C2)cc1 (configuration not stated) | -2%[57.5 µM]
CC(NC(=O)COC(=O)C1=COCCO1)C12CC3CC(CC(C3)C1)C2 (configuration not stated) | -9%
N/C(=N\OC(=O)N1CCOCC1)c1ccc(Br)cc1 | -1%
CCC(C)n1c(=N)c(C#N)cc2c(=O)n3cccc(C)c3nc21 (configuration not stated) | 8%
O=C(c1ccccc1)N1CCCCC(Sc2nnnn2-c2ccccc2)C1=O (configuration not stated) | 1%
Cc1cc(C(=O)OC(C(=O)Nc2ccc(C)c(Cl)c2)c2ccccc2)c(C)o1 (configuration not stated) | 8%
O=S(=O)(c1cccc(-c2n[nH]c(=S)n2Cc2ccccc2)c1)N1CCOCC1 | -9%[57.5 µM]
OCCN(CCO)c1ccc2ccccc2c1 | -4%[57.5 µM]

This is a subset; count on the stated rates, not on these rows.
